Assay outcomes: PubChem BioAssay, several laboratories
TRPM1 prom inh – inhibitors of MITF-dependent TRPM1 promoter reporter, primary screen, cell-based, SK-MEL-5, single point, luciferase; AID 488899, 2010; 0.83% of 330,000 active; inhibition, % at 12.5 µM; SK-MEL-5 TRPM1 promoter luciferase, 24 h;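 active = mean inhibition across replicates of 60% or more, whatever share of single replicates reaches that level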; also: values of inactives mirror those of a sister screen read the other way
HIF-2a inh – HIF-2a reporter inhibitors, primary screen, luminescence, 786-0 RCC cells; 786-0 RCC cells HIF-2a reporter, luciferase luminescence, overnight; inhibition, % at 18.8 µM; 0.72% of 360,000 active;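 active = inhibition of the luminescence signal of 40% or more relative to plate controls, in a single-dose primary screen at 18.75 µM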
TRAIL sens C8 – viability loss with TRAIL in NB7+C8 cells, primary screen, TRAIL sensitizer project, cell-based, ATPlite luminescence. inhibition (viability loss, TRAIL sensitization), % at 10 µM. 1% of 360,000 active;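 active = compounds causing at least 50% loss of cell viability in the single-dose screen, relative to plate controls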
Shn3 inh set2 – reduction of Shn3 3'UTR firefly luciferase signal, primary screen, Schnurri-3 inhibitor project, cell-based, Clone20 osteoblasts, set 2. inhibition, % at 12.5 µM. 0.52% of 360,000 active. Clone20 osteoblast Shn3 3'UTR firefly luciferase, 24 h;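 active = mean inhibition of at least 75% with every replicate also reaching 75%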;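 also: 0% = median of neutral control wells and 100% = pilot-screen positive control compound; some compounds past the cut are filed as inactive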
hiPSC survival – enhancers of single-cell hiPSC survival, primary screen, ATPlite luminescence | 100% = ROCK inhibitor wells, 0% = DMSO | 0.044% of 360,000 active | survival enhancement, % at 20 µM; in the data active = survival enhancement above about 18%;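 also: cells exposed to compounds for 16 hours before the ATP read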
CF NFkB block – inhibitors of PAF-induced NF-kB signaling, primary screen, cell-based, GFP fluorescence, uHTS | KKLEB NF-kB-GFP reporter, GFP fluorescence overnight | inhibition, % at 5 µM | 0.86% of 360,000 active | AID 588850, 2011;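 active = at least 50% inhibition at 5 µM, scaled per plate between neutral and stimulator controls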;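 also: PAF is a Pseudomonas aeruginosa culture filtrate used as stimulus; plate controls were PAF-stimulated DMSO wells for no effect and unstimulated DMSO wells for full effect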
Peg3 prom inh – Peg3 promoter-driven luciferase inhibitors, primary screen, cell-based, HeLa, luciferase luminescence | inhibition, % at 20 µM | HeLa PEG-Prom luciferase reporter, overnight | AID 588405, 2011 | 1.7% of 360,000 active;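 active = inhibition of at least 50% at 20 µM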
NR2E3 ag-1 – inhibitors of NR2E3-RetCOR corepressor binding, primary screen, NR2E3 agonist project, biochemical, TR-FRET, GST-NR2E3, biotin-RetCOR; inhibition of corepressor binding, % at 4.78 µM; AID 2300, 2010; 0.12% of 320,000 active; Photoreceptor-specific nuclear receptor (Homo sapiens), Q9Y5X4; 1536-well;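 active = percent inhibition above the cutoff of mean plus 3 SD of all tested compounds, set per screening campaign, cut at about 20% in these data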;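 also: 0% = DMSO wells and 100% = biotin wells as full block of FRET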
Target sequence (Q9Y5X4 whole entry, looked up): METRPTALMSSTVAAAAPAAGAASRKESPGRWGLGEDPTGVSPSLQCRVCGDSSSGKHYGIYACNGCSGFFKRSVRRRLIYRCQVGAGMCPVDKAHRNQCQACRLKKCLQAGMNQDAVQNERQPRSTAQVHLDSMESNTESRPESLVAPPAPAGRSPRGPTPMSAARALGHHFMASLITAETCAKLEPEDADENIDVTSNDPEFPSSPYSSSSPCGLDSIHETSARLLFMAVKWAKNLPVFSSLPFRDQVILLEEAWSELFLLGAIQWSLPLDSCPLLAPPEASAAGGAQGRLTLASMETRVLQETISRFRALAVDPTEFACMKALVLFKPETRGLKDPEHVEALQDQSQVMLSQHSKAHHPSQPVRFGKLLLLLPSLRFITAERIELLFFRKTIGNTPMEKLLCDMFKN
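Material – GST-tagged NR2E3 plus biotinylated RetCOR corepressor · Quantity – NR2E3 fusion 1.35 nM · Times – 5 h incubation at 4 °C · Medium – pH 7.5 Tris-based buffer · Technique – TR-FRET, Eu(K)-anti-GST donor, streptavidin-D2 acceptor, ex 340, em 617/671 nm · Benchmarks – high control biotin, low control 0.6% DMSO · Format – 1536-well plates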
KKLEB cytotox – cytotoxicity in KKLEB CF airway cells, primary screen, cytotoxicity control for CF NF-kB inhibitor project, cell-based, uHTS, fluorescence assay plates; KKLEB CF airway cells viability, ATPlite luminescence, overnight; active compounds read low; cells stimulated with P. aeruginosa culture filtrate; AID 602141, 2011; activity change (cytotoxicity), % at 5 µM; 0.36% of 360,000 active;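 active = corrected activity change at or below -50% at 5 µM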
LMP1 NFkB inh – EBV LMP1-driven NF-kappaB luciferase reporter inhibitors, primary screen, cell-based, luminescence, single point. LMP1-induced NF-kappaB luciferase reporter cells. inhibition, % at 12.5 µM. 0.69% of 350,000 active; in the data active = inhibition above about 41%;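 also: 0% = neutral control wells and 100% = reference inhibitor control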
NR2E3 ag-2 – NR2E3 agonists in two-hybrid cells, primary screen, cell-based, luminescence, CHO-S, Gal4-NCOR/VP16-NR2E3 | AID 602229, 2012 | luciferase | inhibition of corepressor binding, % at 3.98 µM | Photoreceptor-specific nuclear receptor (Homo sapiens), Q9Y5X4 | 0.35% of 360,000 active;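 active = inhibition above the mean of all tested compounds plus 3 SD, cut at about 70% in these data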;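 also: 0% = DMSO with NR2E3 transfected cells and 100% = cells lacking NR2E3 construct; higher means lower luciferase signal from less NR2E3 corepressor binding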
* = called active by the depositor; / = no result given. The list is partial; count on the stated rates, not on these rows.

SMILES	TRPM1 prom inh	HIF-2a inh	TRAIL sens C8	Shn3 inh set2	hiPSC survival	CF NFkB block	Peg3 prom inh	NR2E3 ag-1	KKLEB cytotox	LMP1 NFkB inh	NR2E3 ag-2
COc1cnc(-c2ccccn2)nc1Oc1cccc(Cl)c1	0	19	-11	4	2.4	-10	14	1	-13	18	62
O=C(CSc1ccsc1[N+](=O)[O-])NC1CCCC1	-16	-4	0	9	1.3	14	-12	3	1	-1	8
C=CCN(Cc1cccs1)C(=O)CN1CCN(S(=O)(=O)c2ccc3c(c2)OCCCO3)CC1	/	-18	-11	12	-0.4	6	6	0	4	-5	25
Cc1ccc(NC(=O)C(C)c2ccc([N+](=O)[O-])cc2)cc1Cl (stereo not given)	6	1	8	7	0.3	-9	31	3	6	-5	8
O=C(O)c1cc2c(s1)CCCC2	7	16	-2	13	2.5	17	-5	0	-18	0	-24
CC(C)(C)c1ccc(C(=O)N2CCC2(C)C(=O)Nc2ccc3[nH]ncc3c2)cc1 (stereo not given)	/	-3	17	28	0.6	-22	3	/	1	/	35
Cc1cc(=O)n2[nH]c(SCc3ccccc3)nc2n1	2	5	-5	-23	-0.6	-9	-2	-1	5	-2	4
Cn1cc(Br)c(C(=O)NC2C3CC4CC(C3)CC2C4)n1 (stereo not given)	3	-9	-4	-2	1.9	-5	-30	-4	-3	-10	-43
O=C(Cc1ccccc1)Nc1ccccc1N1CCN(c2ccccc2)CC1	9	-11	17	30	0.7	-1	9	-3	8	5	34
C/C(=C\c1ccco1)CN1CCC(N2CCC(C(=O)N3CCOCC3)CC2)CC1	12	9	4	-6	-0.5	-9	-10	0	3	-6	2
CC(C)CCNC(=O)Cn1cc2c(n1)CCCCC2	-16	-6	4	-1	0.1	17	-12	2	-5	3	-5
Cc1nc2ccc([N+](=O)[O-])cc2c(=O)n1Cc1cccc(F)c1	9	4	-1	-8	0.8	-9	20	2	-2	2	-23
COc1ccccc1CNS(=O)(=O)c1cc(C(=O)NCC2CCCO2)c(Cl)cc1Cl (stereo not given)	5	0	-12	-1	0.6	-7	-2	/	-6	3	7
Cc1ccc(Cl)cc1NC(=S)NCc1cccn1C	7	13	0	-7	0.5	-2	16	-1	-8	3	-21
COCCOc1cnn(-c2cc(Oc3ccc(C)cc3)ncn2)c(=O)c1Cl	3	12	11	-8	1.1	8	-2	0	-2	-8	-18
Cc1cccc(COc2ccc(/C=N/NC(=O)c3nnn(-c4nonc4N)c3COc3ccc(F)cc3)cc2)c1	-35	-84	19	-3	-0.4	20	-55	5	-15	-13	-33
COc1ccc(-c2coc3c(C(=O)Nc4cc(OC)c(OC)c(OC)c4)cccc23)c(C)c1	/	-11	40	82	-2.8	24	34	/	-38	/	-43
NNC(=O)c1ccc(O)cc1O	-7	10	-2	-26	-2.0	-19	8	3	6	-5	-13
CNCCCOc1ccc(C)cc1OC	-3	12	3	-7	-1.2	24	-8	-1	-7	-9	-5
COCc1cc(=O)oc2cc(NC(=O)c3ccc(C(C)(C)C)cc3)ccc12	3	-19	5	24	-0.3	2	8	5	7	-4	-1
COc1cc(/C=C(\C#N)C(=O)Nc2ccc(C(=O)O)cc2)ccc1OC(=O)c1cccc(F)c1	13	13	-9	-1	1.4	-8	6	3	0	2	-12
O=c1/c(=C\c2cccc(O)c2)sc2nc(-c3ccccc3)c(-c3ccccc3)n12	-17	-108	10	5	0.7	-13	-10	-2	6	-10	/
CCC(=O)Nc1nnc(S(=O)(=O)N(C)Cc2ccco2)s1	2	7	-6	5	0.6	-37	4	3	2	-6	-13
Nc1cc(C(=O)N2CCN(c3ccccc3Cl)CC2)ccc1N1CC2CC(C1)c1cccc(=O)n1C2 (stereo not given)	/	7	-12	6	2.9	4	7	/	-12	-19	-10
COc1ccccc1/C=C/C(=O)OC(C)CN1CCOCC1 (stereo not given)	-4	-9	7	1	2.0	0	4	-1	1	0	-16

By substructure, the entries above with a thiophene ring, fused or not (3)
SMILES	TRPM1 prom inh	HIF-2a inh	TRAIL sens C8	Shn3 inh set2	hiPSC survival	CF NFkB block	Peg3 prom inh	NR2E3 ag-1	KKLEB cytotox	LMP1 NFkB inh	NR2E3 ag-2
O=C(CSc1ccsc1[N+](=O)[O-])NC1CCCC1	-16	-4	0	9	1.3	14	-12	3	1	-1	8
C=CCN(Cc1cccs1)C(=O)CN1CCN(S(=O)(=O)c2ccc3c(c2)OCCCO3)CC1	/	-18	-11	12	-0.4	6	6	0	4	-5	25
O=C(O)c1cc2c(s1)CCCC2	7	16	-2	13	2.5	17	-5	0	-18	0	-24

(continued)
SMILES	TRPM1 prom inh	HIF-2a inh	TRAIL sens C8	Shn3 inh set2	hiPSC survival	CF NFkB block	Peg3 prom inh	NR2E3 ag-1	KKLEB cytotox	LMP1 NFkB inh	NR2E3 ag-2
CCn1c(CNC(=O)COc2ccc(C(C)C)cc2)nnc1SCC(=O)NC1CCCCC1C (stereo not given)	-1	8	4	9	0.7	-7	8	0	-5	5	-1
CC(C)N(CCNC(=O)c1oc(=O)c2ccccc2c1-c1ccccc1)Cc1ccco1	-9	12	6	15	-1.2	-3	9	2	-5	4	-38
COc1ccc(C2/C=C\CN(C(=O)CC(C)C)CC(=O)N2Cc2ccc(F)cc2)cc1 (stereo not given)	11	11	-2	-1	2.1	-16	10	/	6	29	6
COc1ccccc1N1CCN(S(=O)(=O)c2c(C)[nH]c(C)c2C(=O)N2CCCC2)CC1	-2	8	5	3	-0.2	-26	1	3	10	4	21
Cc1ccc(C(=O)OCC(=O)NCCN2C(=O)CSC2=O)cc1	6	-1	-5	4	-1.6	-4	-21	0	1	4	-5
O=C(NNC(=O)C1COc2ccccc2O1)c1ccccc1O (stereo not given)	0	-5	12	-14	-0.5	-4	-4	/	4	28	-29
O=C(c1cc(S(=O)(=O)Nc2ccccc2F)c(Cl)cc1Cl)N1CCN(CCO)CC1	-11	13	10	/	0.0	-14	8	3	1	-15	7
CSc1nsc(SC)c1NC(=O)Nc1ccccn1	12	1	-4	7	0.5	-1	12	2	-5	2	32
N#CCc1ccc(NS(=O)(=O)c2cccs2)cc1	-5	17	-12	5	-1.6	15	0	0	-2	0	14
O=C(O)c1cc(-c2ccc(/C=N/Nc3ccc(Cl)cc3)o2)ccc1Cl	15	-46	-15	5	0.0	-8	2	2	-8	-19	21
COC(=O)c1ccn(CC(=O)NC2CCCCC2)n1	0	2	14	8	-0.3	-15	-11	3	6	4	-6
Cc1cn(C2CC3OCC3O2)c(=O)[nH]c1=O (stereo not given)	9	3	0	-11	-0.4	-3	5	-1	5	-2	-23
CCc1nc2c(sc3nc4c(cc32)COC(C)(C)C4)c(=O)n1CCN(CC)CC	0	3	2	15	0.1	-6	2	-2	-6	-4	7
O=C(c1ccccc1)N1N=C(c2ccccc2)CC1c1ccccc1[N+](=O)[O-] (stereo not given)	6	-20	23	-2	-0.7	6	-5	-1	-3	1	-30
Cc1ccc(S(=O)(=O)CC(C)N2CCOCC2)c(S(=O)(=O)CC(C)N2CCOCC2)c1 (stereo not given)	-7	15	-3	-25	2.5	-1	8	-5	4	0	-19
CN(C)C(=O)/C(=C\c1ccncc1)NC(=O)c1ccccc1	-9	12	-1	-13	3.3	4	1	5	8	5	0
CCN(CC)S(=O)(=O)c1cccc(C(=O)Nc2cccnc2)c1	-4	12	-14	22	2.4	8	-3	5	9	3	-4
O=C(CNC(=O)c1cccs1)c1ccc(Cl)cc1	-122	-184	19	-52	-0.5	6	-303	5	4	5	-116
O=C(NC1CCCCC1)C(c1cccnc1)N(C(=O)c1csnn1)C1CCCC1 (stereo not given)	14	5	-8	16	-3.7	-5	5	-1	-2	-8	7
CC(C)(Oc1ccc(Cl)cc1)C(=O)O	-4	-1	-19	10	-3.0	2	8	0	-2	-3	-17
COCc1cc(=O)[nH]c2c1c(-c1ccccc1)nn2C	-10	28	0	13	1.5	-18	5	0	16	2	-7
O=C1CCC(=O)N1CCSC(=S)N1CCOCC1	5	-18	-4	15	1.3	-17	-8	1	-3	0	14
COc1ccccc1C(=O)NCC(=O)N/N=C/c1cc(Br)ccc1OCc1ccccc1	-6	-18	-7	3	-0.2	3	12	-1	-19	-2	-22
O=C(O)c1ccc(COc2ccccc2/C=C2/NC(=O)N(c3cccc(Cl)c3)C2=O)cc1	-12	-24	0	-3	0.6	11	-11	1	-7	-1	-8
N/C(=N\OC(=O)c1cc(-c2ccccc2)nc2ccccc12)c1cccnc1	-3	2	-9	13	-0.5	-15	3	-3	11	-6	-18

Next section
SMILES	TRPM1 prom inh	HIF-2a inh	TRAIL sens C8	Shn3 inh set2	hiPSC survival	CF NFkB block	Peg3 prom inh	NR2E3 ag-1	KKLEB cytotox	LMP1 NFkB inh	NR2E3 ag-2
COc1cc2c(cc1OC)C(c1ccc(-c3cc(Cl)ccc3Cl)o1)=NCC2	29	22	36	49	-4.1	16	48	0	-17	16	-3
O=C(CN(c1ccc(Cl)cc1)S(=O)(=O)c1ccc(Cl)c([N+](=O)[O-])c1)NCCc1ccccc1	51	7	-6	36	0.9	-9	87*	-5	-1	9	-2
O=C(COc1ccccc1)N1CCN(c2nnc(-c3ccccc3)c3ccccc23)CC1	4	18	-7	16	-2.0	-5	21	-4	-3	15	-26
CCCn1nc(C(=O)N2CCc3ccccc3C2)c2ccccc2c1=O	11	8	-2	-1	-2.3	-21	14	-3	4	0	-3
Cc1c(C(C)C)c(=O)n(-c2ccc(S(=O)(=O)N3CCOCC3)cc2)n1C	11	17	2	-5	2.6	4	12	0	-7	0	11
O=C(Nc1ccc(NC(=O)C2CC2)nc1)c1cccc(F)c1	-48	-146	-4	-48	2.0	1	-125	-1	2	-6	-34
CCOc1ccccc1C(=O)NCCC(=O)O	-4	17	-3	30	3.2	15	-1	2	4	-2	-21
COc1ccc(NC(=O)Nc2ccc(F)c(F)c2)c(OC)c1	74*	-110	5	3	-1.1	3	-47	-2	-2	67*	2
COc1ccc(CNC(=O)CCn2c(=O)c3cccn3c3ccc(F)cc32)cc1	-2	-7	-7	-2	0.0	-23	-13	0	2	0	-17
Nc1nnc(SCC(=O)OCC(=O)NC2CCCCC2)s1	9	9	-5	-10	-0.3	-10	16	5	13	-1	-1
CCOCCCNC(=S)Nc1ccc(S(N)(=O)=O)cc1	10	17	1	16	-0.6	-12	9	3	8	-11	-18
COCC(C)NC(=O)c1ccc(N(C)C)cc1 (stereo not given)	-14	-23	9	-5	-0.7	5	-1	-1	0	3	-10
CCN(CC)C(=O)c1sc(NC(=O)c2ccc(Br)o2)c(C(=O)OC)c1C	2	6	2	12	2.8	10	21	3	-18	-17	1
